Source: PubChem BioAssay (National Center for Advancing Translational Sciences (NCATS))
USP1-UAF1 inh: USP1/UAF1 (human) deubiquitinase inhibition | AID 743255 | O94782 | Potency, µM (series often up to 57.1 µM), inactives show top-dose activity change, negative = inhibition, most hits filed as inhibitors | recombinant USP1/UAF1, Ub-Rhodamine cleavage fluorescence | actives 0.23% (n = 390,000); further: potency means the concentration at half of the fitted maximal effect; on the % scale 0 is the no-effect control and ±100 the full control effect; nearly all actives have a fitted effect of over 60% in size; inactives centre near -12
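High-throughput fluorogenic screen: 1nM USP1/UAF1 complex, Ub-Rho substrate 150nM final, 50mM HEPES pH 7.8 with 0.5mM EDTA, 0.1 mg/ml BSA, 1mM TCEP and 0.01% Tween-20.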
PI4K2A block: PI4K2A (human) kinase inhibition. Q9BTU6. purified PI4K2A, ADP-Glo luminescence, 1 h; stronger effect = lower value. activity change, negative = inhibition, % at 76.9 µM. actives 0.13% (n = 420,000). AID 1346378; in the data active means activity change below about -50%; inconclusive means mostly about -30% to -49%;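 further: -100% = wells without enzyme as full effect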
Target sequence (Q9BTU6 whole entry, looked up): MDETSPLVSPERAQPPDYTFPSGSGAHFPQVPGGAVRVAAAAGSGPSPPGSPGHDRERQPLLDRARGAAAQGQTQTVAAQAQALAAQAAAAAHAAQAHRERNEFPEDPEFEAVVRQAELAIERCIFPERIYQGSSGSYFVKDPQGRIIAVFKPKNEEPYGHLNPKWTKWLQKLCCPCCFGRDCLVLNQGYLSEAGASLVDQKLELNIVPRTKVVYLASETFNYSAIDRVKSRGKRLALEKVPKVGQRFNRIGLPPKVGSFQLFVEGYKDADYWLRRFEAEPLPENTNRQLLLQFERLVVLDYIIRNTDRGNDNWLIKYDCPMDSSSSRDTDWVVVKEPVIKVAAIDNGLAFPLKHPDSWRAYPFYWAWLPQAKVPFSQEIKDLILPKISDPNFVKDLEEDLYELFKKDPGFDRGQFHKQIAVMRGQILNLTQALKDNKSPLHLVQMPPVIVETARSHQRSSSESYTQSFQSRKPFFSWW
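PI4K2A activity was measured by ADP-Glo luminescence: enzyme (4 ug/mL stock) and phosphatidylinositol (1.2 mM stock) in Tris pH 7.5/MgCl2/EGTA/Triton X-100 buffer were reacted with ATP (300 microM stock) for one hour at ambient temperature.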
Tb PGK inh: blocks T. brucei phosphoglycerate kinase. P07378. PGK/GAPDH coupled, Kinase-Glo luminescence, 60 min. Potency, µM (titrated, usually from 57.5 µM), for inactives: top-dose activity change, negative = inhibition, usual class: inhibitors. actives 0.043% (n = 380,000). AID 602233; further: potency means the concentration at half of the fitted maximal effect; on the % scale 0 is the no-effect control and ±100 the full control effect; nearly all actives have a fitted effect of over 60% in size
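Recombinant glycosomal PGK reaction used 1,3-bisphosphoglycerate generated in-well by GAPDH (100nM final) in 100mM TEA pH 7.6, 5mM MgCl2, 0.01% Tween-20. After 60 minutes at room temperature, ATP was read by Kinase-Glo Plus luminescence end-point.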
GLS inh: blocks human kidney-isoform glutaminase activity. actives 0.21% (n = 410,000). GLS enzymatic activity, qHTS titration. Potency, µM (top dose mostly 45.5 µM), for inactives: at the highest dose activity change, negative = inhibition, actives largely listed as inhibitors. AID 624170; further: potency means the concentration at half of the fitted maximal effect; on the % scale 0 is the no-effect control and ±100 the full control effect
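hKGA in 45 mM KH2PO4 (pH 8.2), 0.02% Tween-20 with compound, then 1mM L-Glutamine (stock as added) plus glutamate oxidase/HRP/Amplex red coupling mix. Fluorescence read initially and after 30 min at RT; signal change reflects glutamate formation.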
HP1b binding inh: inhibitors of HP1-beta chromodomain binding to methylated histone tails | P83916 | Potency, µM (titrated, usually from 114 µM), inactives show top-dose activity change, negative = inhibition, usual class: inhibitors | actives 0.56% (n = 390,000) | AlphaScreen HP1-beta / biotin-H3K9me3 peptide binding; further: potency means the concentration at half of the fitted maximal effect; nearly all actives have a fitted effect of over 70% in size; inactives centre near 23
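HP1-beta protein (50 nM final) preincubated 30 min at room temperature with biotinylated H3(1-18)K9me3 peptide (50 nM) in PBS pH 7.4, 0.01% Tween-20, then compound added for 30 min. AlphaScreen streptavidin donor/nickel chelate acceptor beads (10 ug/mL final), 30 min dark, luminescence read.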
Pin1 inh: human Pin1 inhibition. Q13526. Pin1 FP peptide displacement, HiFluor488, 10 min. Potency, µM (series often up to 115 µM), for inactives: at the highest dose activity, negative = inhibition, hits mostly inhibitors. actives 0.009% (n = 390,000); active means well fitted inhibition curve with a large enough effect in the polarisation, with a control signal flat, not every such curve was filed as active; inconclusive means small, poorly fitted or top-dose-only effect, or effect the other way, or a change in a side signal; inactive means no such curve, though single readings can be large or run the other way; the % refers to the polarisation; further: potency means the concentration at half of the fitted maximal effect; on the % scale 0 is the no-effect control and ±100 the full control effect
TrxR1 substrate: rat thioredoxin reductase 1 substrate activity; AID 588456; purified TrxR1 substrate turnover, NADPH consumption readout; O89049; actives 0.01% (n = 390,000); Potency, µM (titrated, usually from 114 µM), without a hit: at the top dose activity change, negative = substrate turnover; further: potency means the concentration at half of the fitted maximal effect; on the % scale 0 is the no-effect control and ±100 the full control effect; nearly all actives have a fitted effect of over 50% in size
Target sequence (O89049 whole entry, looked up): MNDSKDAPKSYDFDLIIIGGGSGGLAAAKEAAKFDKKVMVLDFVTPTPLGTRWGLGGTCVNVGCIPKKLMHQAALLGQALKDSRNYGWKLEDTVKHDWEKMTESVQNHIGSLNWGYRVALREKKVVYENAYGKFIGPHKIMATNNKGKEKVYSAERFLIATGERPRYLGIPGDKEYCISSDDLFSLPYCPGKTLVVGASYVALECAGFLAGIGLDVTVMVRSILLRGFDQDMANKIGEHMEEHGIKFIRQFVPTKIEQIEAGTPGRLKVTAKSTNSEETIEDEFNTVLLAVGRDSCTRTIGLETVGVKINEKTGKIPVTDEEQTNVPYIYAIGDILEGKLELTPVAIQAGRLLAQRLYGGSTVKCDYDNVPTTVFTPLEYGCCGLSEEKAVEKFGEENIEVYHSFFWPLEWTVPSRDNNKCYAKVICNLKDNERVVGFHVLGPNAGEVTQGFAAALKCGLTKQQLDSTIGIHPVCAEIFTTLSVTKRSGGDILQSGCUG
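Rat TrxR1, dispensed at 90 nM, was prereduced with 400 uM NADPH (final) for 5 min at ~22 deg C, then incubated with compound 15 min before 400 uM selenite. A first-read NADPH fluorescence drop versus no-compound background flagged substrates.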
mIDH1 inhibitor: human IDH1 R132H inhibition; O75874; IDH1-R132H enzyme, NADPH consumption, diaphorase/resazurin fluorescence; Potency, µM (series often up to 76.6 µM), for inactives: top-dose activity change, negative = inhibition, actives largely listed as inhibitors; actives 0.093% (n = 390,000); further: potency means the concentration at half of the fitted maximal effect; on the % scale 0 is the no-effect control and ±100 the full control effect; nearly all actives have a fitted effect of over 65% in size
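IDH1-R132H (0.5 ug/mL dispensed) in pH 7.5 Tris buffer was preincubated 30 min with compound, then given a substrate mix of 0.016 mM NADPH and 2 mM alpha-KG for 80 min at room temperature; remaining NADPH was read by diaphorase/resazurin fluorescence.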
TrxR1 inh: rat TrxR1 inhibition; recombinant rTrxR1, NADPH fluorescence consumption, selenite substrate; Potency, µM (doses to about 114 µM), for the others: at the highest dose activity change, negative = inhibition, actives largely listed as inhibitors; actives 1% (n = 390,000); AID 588453; further: potency means the concentration at half of the fitted maximal effect; on the % scale 0 is the no-effect control and ±100 the full control effect; nearly all actives have a fitted effect of over 65% in size
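Rat TrxR1 (90 nM in the dispensed reagent) was pre-reduced with 400 uM NADPH for 5 min at room temperature, then incubated with compound for 15 min. After 400 uM selenite was added, NADPH fluorescence (Ex 340/Em 450 nm) was followed for 8 min.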
* marks the source's active call; other numbers are inactive results; i = inactive; ? = inconclusive; . = not tested or not shown; & = joins results of further samples; [ ] = another dose, or the depositor's remark. Unless noted, the call rests on the fitted dose curve; in most records, active means well fitted curve in the direction sought with a large enough effect; inconclusive means small, poorly fitted or top-dose-only effect, or another doubt; inactive means no such curve, though single readings can be large; an effect the other way counts as inactive or inconclusive. The list is partial, so the mix of outcomes need not match the whole.

SMILES	USP1-UAF1 inh	PI4K2A block	Tb PGK inh	GLS inh	HP1b binding inh	Pin1 inh	TrxR1 substrate	mIDH1 inhibitor	TrxR1 inh
COc1ccc(/C(O)=C2/C(=O)C(=O)N(CCCN3CCOCC3)C2c2ccc(C)cc2)cc1 (stereo unspecified)	-13%	-1	i	-3%	32%	4%	-11%	-6%	-5%
CCOc1ccc(NC(=O)CN(C)C(=O)C2CC(=O)N(CCc3ccc(OC)c(OC)c3)C2)cc1OCC (stereo unspecified)	-15%	3	-1%	-10%	25%	-12%	-7%	2%	-4%
COC(=O)c1ccc(C)c(NC(=S)NCc2ccc(Cl)cc2)c1	4%	4	27%	20%	32%	-4%	-6%	2%	-13%
CCOc1ccc(CCNC(=O)COC(=O)/C=C/c2cccc(OC)c2)cc1OCC	-4%	-1	9%	-1%	11%	3%	2%	4%	0%
CC1CCCCN1S(=O)(=O)c1ccc(C(=O)Nc2nnc(-c3ccncc3)o2)cc1 (stereo unspecified)	-4%	-3	i	0%	30%	-2%	1%[57.1 µM]	-2%	-1%[57.1 µM]
C/C(=N\Nc1ccc(Cl)nn1)c1ccccc1O	-19%	-14	-1%	?	11%[57 µM]	0%	-6%	6%	4%
COC(=O)c1cc(Br)ccc1N(Cc1cc(OC)cc(OC)c1)S(C)(=O)=O	?	0	-1%	-4%	65%[activator]	4%	-7%&1%	8%	1%&8%
CCOC(=O)CC1CCCCN1C(=O)CCCn1nnnc1CN1CCOCC1 (stereo unspecified)	-1%	3	3%	6%	25%	3%	-13%	-6%	-20%
CCNC(=O)N(CC)C[C@H]1N[C@@](Cc2ccccc2)(C(=O)OC)[C@H]2C(=O)N(Cc3ccccc3)C(=O)[C@@H]12	-12%	-3	1%	-6%	31%	5%	0%	-5%	5%
COC(=O)c1cn(NC(=O)c2cc([N+](=O)[O-])ccc2F)c(=O)c2ccccc12	-1%	-7	i	5%	-5%	2%	6%[57.1 µM]	2%	31%[57.1 µM]
COc1cc(CN(C(=O)c2ccccc2F)C2CCS(=O)(=O)C2)cc(OC)c1OC (stereo unspecified)	-7%	3	-9%	-4%	5%	-5%	10%	0%	23%
COCC(C)n1c(C)cc(C(=O)COC(=O)c2n[nH]c3ccccc23)c1C (stereo unspecified)	-20%	-2	-6%	-9%	?	-3%	-10%	4%	4%[57.1 µM]
CCN(C(=O)CSc1nc2ccccc2n1CC(=O)Nc1cccc(C#N)c1)c1ccccc1	-27%	-3	-4%	16%	36%	16%	-5%[57.1 µM]	-4%	0%[57.1 µM]
CCOc1ccc(-n2c(N)c(C(=O)N3CCN(C)CC3)sc2=S)cc1	-15%	-8	.	16%	22%	4%	-11%	3%	-4%
COCC(=O)N(C)C[C@H]1N[C@@](C)(C(=O)OC)[C@H]2C(=O)N(C)C(=O)[C@@H]12	-16%	-3	i	-1%	21%	1%	-4%	-6%[38.3 µM]	-10%

Rewritten with values under each structure: 10 of the compounds above
Screens in order – USP1-UAF1 inh	PI4K2A block	Tb PGK inh	GLS inh	HP1b binding inh	Pin1 inh	TrxR1 substrate	mIDH1 inhibitor	TrxR1 inh
C/C(=N\Nc1ccc(Cl)nn1)c1ccccc1O
→ -19%	-14	-1%	?	11%[57 µM]	0%	-6%	6%	4%
COC(=O)c1cc(Br)ccc1N(Cc1cc(OC)cc(OC)c1)S(C)(=O)=O
→ ?	0	-1%	-4%	65%[activator]	4%	-7%&1%	8%	1%&8%
CCOC(=O)CC1CCCCN1C(=O)CCCn1nnnc1CN1CCOCC1 (stereo unspecified)
→ -1%	3	3%	6%	25%	3%	-13%	-6%	-20%
CCNC(=O)N(CC)C[C@H]1N[C@@](Cc2ccccc2)(C(=O)OC)[C@H]2C(=O)N(Cc3ccccc3)C(=O)[C@@H]12
→ -12%	-3	1%	-6%	31%	5%	0%	-5%	5%
COC(=O)c1cn(NC(=O)c2cc([N+](=O)[O-])ccc2F)c(=O)c2ccccc12
→ -1%	-7	i	5%	-5%	2%	6%[57.1 µM]	2%	31%[57.1 µM]
COc1cc(CN(C(=O)c2ccccc2F)C2CCS(=O)(=O)C2)cc(OC)c1OC (stereo unspecified)
→ -7%	3	-9%	-4%	5%	-5%	10%	0%	23%
COCC(C)n1c(C)cc(C(=O)COC(=O)c2n[nH]c3ccccc23)c1C (stereo unspecified)
→ -20%	-2	-6%	-9%	?	-3%	-10%	4%	4%[57.1 µM]
CCN(C(=O)CSc1nc2ccccc2n1CC(=O)Nc1cccc(C#N)c1)c1ccccc1
→ -27%	-3	-4%	16%	36%	16%	-5%[57.1 µM]	-4%	0%[57.1 µM]
CCOc1ccc(-n2c(N)c(C(=O)N3CCN(C)CC3)sc2=S)cc1
→ -15%	-8	.	16%	22%	4%	-11%	3%	-4%
COCC(=O)N(C)C[C@H]1N[C@@](C)(C(=O)OC)[C@H]2C(=O)N(C)C(=O)[C@@H]12
→ -16%	-3	i	-1%	21%	1%	-4%	-6%[38.3 µM]	-10%

(further entries)
SMILES	USP1-UAF1 inh	PI4K2A block	Tb PGK inh	GLS inh	HP1b binding inh	Pin1 inh	TrxR1 substrate	mIDH1 inhibitor	TrxR1 inh
CC(=O)Nc1ccc(Nc2ncnc3c2cnn3-c2ccc(C)cc2C)cc1	1%	-3	-9%	12%	0%	6%	-6%	16%	11%
CCOC(=O)c1ccc(NC(=O)CSc2nc3c(c(=O)n2-c2ccccc2OC)SCC3)cc1	1%	-4	i	-3%	14%	?	-1%[57.1 µM]	-1%	5%[57.1 µM]
O=C(COC(=O)Cc1ccc(Cl)cc1)Nc1c(F)cccc1F	-4%	-2	-3%	0%	32%	-17%	-9%	-5%	-15%
Cc1ccnc(NC(=O)c2ccccc2[N+](=O)[O-])c1	-7%	-1	-5%	-5%	?	-3%	6%[57.1 µM]	0%	13%[57.1 µM]
COCC1CCCN(C(=O)c2ccc3oc(C(C)C)nc3c2)C1 (stereo unspecified)	-19%	-7	-1%	-1%	37%	2%	10%	-1%	31%
O=C(Cc1cccs1)Nc1ccc2c(c1)C(=O)OC2	-14%	-11	.	0%	8%	-5%	4%	4%	21%
Cc1ccc(-n2c(C3CC3c3ccc(Cl)cc3)n[nH]c2=S)cc1 (stereo unspecified)	-8%	2	i	-7%	17%	0%	1%	10%	-10%
O=C(COc1cccc2ccccc12)Nc1ccc(Cl)cc1C(=O)O	-25%	-7	-10%	3%	10%	-15%	3%	46%[activator]	16%
COc1cc(C(=O)N2CCN(c3cccc(C)c3C)CC2)ccc1OCC(=O)N1CCOCC1	-23%	0	-3%	1%	28%	0%	-3%	1%	4%
O=C(Nc1ccccc1Oc1cccnc1)C1CCCN(Cc2ccccc2O)C1 (stereo unspecified)	-13%	0	i	32%[activator]	62%[activator]	1%	7%	0%	12%
NC(=O)Cc1ccc(C(=O)c2ccc(Cl)cc2)s1	-23%	5	-6%	-7%	15%	-1%	-2%[57.1 µM]	7%	3%[57.1 µM]
Cc1ccc(SCCC(=O)Nc2ccccc2C(=O)NC2CCCCC2)cc1	2%	-9	2%	5%	14%	2%	7%[57.1 µM]	0%	9%[57.1 µM]
CCN(Cc1cc(=O)[nH]c2ccccc12)C(=O)c1ccc(C)cc1	1%	6	2%	15%	17%[57 µM]	1%	-3%	1%	1%
CC(C)c1ccc(S(=O)(=O)/N=C2\C=C(NS(=O)(=O)c3ccccc3)C(=O)c3ccccc32)cc1	?	-15	i	-9%	20µM*	-15%	-5%	24%	?
O=C(Nc1ccc(OCC(=O)N2CCOCC2)cc1)c1cc(F)c(F)cc1Cl	-21%	-5	-7%	-3%	14%	-10%	1%	0%	13%
COc1ccc(S(=O)(=O)CCC(=O)Nc2c(C)cccc2C)cc1	-24%	1	-10%	-2%	36%	4%	12%	28%	-9%
COc1cc(NC(=O)CC(C)S(=O)(=O)c2cc3c4c(c2)CCN4C(=O)CC3)cc(OC)c1 (stereo unspecified)	-12%	0	i	-2%	22%	1%	4%[57.1 µM]	-8%	21%[57.1 µM]
C[C@@H]1CN([C@H](C)CO)C(=O)c2cc(C#CC(C)(C)O)cnc2O[C@@H]1CN(C)C(=O)C1CC1	-16%	0	-3%	-7%	.	.	.	-1%	.
CCCCCOC(=O)CSc1nc2sc3c(c2c(=O)n1Cc1ccccc1)CC(C)(C)OC3	-3%	0	-2%	1%	53%[activator]	5%	7%	-18%	11%
